Assay outcomes: PubChem, several laboratories
PP1 counter: PP1-alpha phosphatase inhibitors, primary screen, counter-screen for PP5 inhibitor project, biochemical, fluorescence, OMFP substrate, single point; purified PP1alpha; inhibition, % at 6.7 µM; hit rate 0.9% among 320,000;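 active means inhibition above the mean inhibition of all tested compounds plus 3 SD, computed separately for each screening campaign, cut at about 15% in these data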
Target sequence (P62136 whole entry, looked up): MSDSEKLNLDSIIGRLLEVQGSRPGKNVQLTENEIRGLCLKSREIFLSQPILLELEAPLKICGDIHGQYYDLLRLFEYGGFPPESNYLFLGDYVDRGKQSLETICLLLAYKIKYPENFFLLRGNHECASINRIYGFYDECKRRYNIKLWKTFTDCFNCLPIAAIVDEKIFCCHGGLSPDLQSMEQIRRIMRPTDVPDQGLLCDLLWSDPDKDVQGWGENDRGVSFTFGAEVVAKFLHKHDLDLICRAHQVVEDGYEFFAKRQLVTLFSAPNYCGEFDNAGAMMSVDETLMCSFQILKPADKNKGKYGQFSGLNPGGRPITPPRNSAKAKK
JMJD2C inh: inhibitors of GASC-1 histone demethylase, primary screen, biochemical, fluorescence, DELFIA europium; Lysine-specific demethylase 4C (Homo sapiens), Q9H3R0; hit rate 0.069% among 330,000; GST-JMJD2C(1-420) H3K9me3 demethylation; inhibition, % at 2.35 µM; AID 2099, 2009;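 active means more than half of a compound's replicate wells show inhibition beyond 50%, single wells judged on their own value; inconclusive means some, but no more than half, of replicates pass 50% inhibition; inactive means no replicate passes 50% inhibition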;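 further: signal counts dimethyl H3K9 product captured on neutravidin plate; 0% = median of DMSO wells and 100% = 0.3 times that DMSO median; strong numbers were not always called active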
Target sequence (Q9H3R0 1-420 limits assumed): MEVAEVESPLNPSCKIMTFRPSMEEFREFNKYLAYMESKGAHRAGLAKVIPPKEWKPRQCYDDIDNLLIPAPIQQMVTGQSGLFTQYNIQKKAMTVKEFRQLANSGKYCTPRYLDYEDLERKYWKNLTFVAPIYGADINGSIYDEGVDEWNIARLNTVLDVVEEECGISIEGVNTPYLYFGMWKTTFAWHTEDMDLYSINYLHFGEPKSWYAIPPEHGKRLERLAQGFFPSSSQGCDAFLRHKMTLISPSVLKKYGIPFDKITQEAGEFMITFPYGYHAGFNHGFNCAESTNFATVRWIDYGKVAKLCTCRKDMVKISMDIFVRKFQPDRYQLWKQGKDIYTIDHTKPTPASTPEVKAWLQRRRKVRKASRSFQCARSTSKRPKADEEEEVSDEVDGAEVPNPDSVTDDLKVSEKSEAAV
PP5 primary: PP5 phosphatase inhibitors, primary screen, biochemical, fluorescence; hit rate 0.18% among 320,000; inhibition, % at 6.7 µM; purified PP5c, OMFP substrate fluorescence;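 active means inhibition above the campaign's mean inhibition across all tested compounds plus 3 SD, cut at about 9.5% in these data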;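 further: 0% = DMSO only and 100% = 100 µM cantharidin control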
TPT1 inhibitor: Candida albicans TPT1 enzyme inhibitors, primary screen, biochemical, fluorescence polarization | tRNA 2'-phosphotransferase TPT1 (Candida albicans SC5314) | recombinant caTPT1, FP RNA substrate dephosphorylation | inhibition, % at 5 µM | hit rate 0.81% among 300,000 | AID 1962, 2009;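 active means inhibition above the mean of all tested compounds plus 3 SD, set per screening campaign, cut at about 24% in these data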;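 further: plate controls were DMSO alone for no effect and ferristatin control at 100 nM for full effect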
CR mimetic SO: reduction of superoxide in aged yeast, primary screen, HTS; S. cerevisiae aged cells, superoxide DHE fluorescence; active compounds read low; superoxide response (% of plate mean), % at 10 µM; hit rate 0.18% among 330,000; AID 2690, 2010;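 active means superoxide response under a set limit, about three screen SD below normal, cut at about 65% in these data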;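 further: yeast aged for seven days with compound at 30 °C before DHE staining; 100% = average MFI of all compound-treated wells on the plate with controls excluded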
ZTA counter: counter-screen for EBNA-1 inhibitors: inhibitors of Epstein-Barr virus ZTA. hit rate 0.15% among 320,000. P03206. ZTA-DNA binding, fluorescence polarization. inhibition, % at 11 µM; in the data active means inhibition above about 33%
Target sequence (P03206 whole entry, looked up): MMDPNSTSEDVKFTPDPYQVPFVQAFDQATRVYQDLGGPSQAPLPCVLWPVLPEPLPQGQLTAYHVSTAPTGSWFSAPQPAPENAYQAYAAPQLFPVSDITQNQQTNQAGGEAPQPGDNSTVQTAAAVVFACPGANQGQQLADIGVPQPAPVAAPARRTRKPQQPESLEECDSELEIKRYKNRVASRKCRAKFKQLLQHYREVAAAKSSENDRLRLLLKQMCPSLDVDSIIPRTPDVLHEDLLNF
core dimer inh: inhibitors of HCV core protein dimerization, primary screen, biochemical, TR-FRET, high-throughput; inhibition, % at 5 µM; hit rate 0.33% among 300,000; TR-FRET GST/Flag-core106 dimerization, 1536-well;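 active means inhibition above the mean of all tested compounds plus 3 SD, set per screening campaign, cut at about 45% in these data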
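Assay system: tagged HCV core106 pair (GST and Flag); medium: KF-containing HEPES buffer, pH 7.45, DTT, CHAPS, BSA; also added: Eu donor and XL665 acceptor anti-tag antibodies; dosing: 5 µM single dose; timing: compound-protein-antibody incubation 4 h at 22.5 °C; signal: TR-FRET 671 and 617 nm emission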
EBNA-1 inhibitor: EBNA-1 DNA-binding inhibitors, primary screen, biochemical, fluorescence polarization; inhibition, % at 14.8 µM; hit rate 0.34% among 300,000; AID 1950, 2009; in the data active means inhibition above about 28%
CTSL1 counter: Fasciola hepatica cathepsin L1 inhibitors, primary screen, counter-screen for PFM18AAP inhibitor project, biochemical, QFRET, fluorogenic peptide substrate; inhibition, % at 5.96 µM; recombinant F. hepatica cathepsin L1, Z-Leu-Arg-MCA fluorescence; hit rate 0.49% among 300,000; AID 1906, 2009;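 active means inhibition above the mean of all tested compounds plus 3 SD, set per screening campaign, cut at about 17% in these data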;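 further: 0% = plate median of test compound wells and 100% = 1 µM Z-Phe-Ala-diazomethylketone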
* = called active by the depositor; ? = inconclusive; · = not tested or not shown; & = joins results of further samples.

cpd	canonical_smiles	PP1 counter	JMJD2C inh	PP5 primary	TPT1 inhibitor	CR mimetic SO	ZTA counter	core dimer inh	EBNA-1 inhibitor	CTSL1 counter
1	CC(C)NCCCOc1ccc(C(C)(C)c2ccccc2)cc1	-3	-14	2.1	2	95	5	-2	-4	7
2	COc1cc(C(=O)NCc2ccncc2)cc(Br)c1OCc1ccccc1	-1	0	3.6	2	111	6	-2	2	1
3	CCn1c(=O)c(C(=O)NCCN2CCCCC2)c(O)c2ccccc21	-1	-3	3.2	-4	107	-15	-1	3	1
4	COc1cc(C)ccc1OCC(=O)NC1CCCCCC1	-2	3	0.9	·	80	7	·	·	·
5	COc1ccc(C(=O)Nc2nnc(S(=O)(=O)Cc3ccccc3)s2)cc1	-3	-7	-1.3	0	104	3	3	2	2
6	CCc1ccc(OCC(=O)Nc2cccc3c2CCCC3)cc1	1	4	-2.9	4	123	11	4	1	-1
7	CC(NC(=O)c1ccc(Br)s1)c1ccncc1 (stereo not drawn)	-3	21	0.8	5	100	-6	0	-7	-3
8	CC1CCN(c2nc(Cl)nc(Nc3ccc([N+](=O)[O-])cc3)n2)CC1	4	7	0.4	-3	120	-3	-2	-6	14
9	COc1ccc(CC(=O)OCCN(C)C)cc1	-1	17	0.5	-1	102	6	-4	0	7
10	Cc1cccc(NC(=O)Cn2c(O)c(N=NC(=O)c3ccncc3)c3ccccc32)c1	1	-3	-0.3	-6	116	-2	-3	11	4
11	COc1ccccc1NC(=O)c1ccccc1C(=O)O	0	6	-0.6	-2	113	-14	-2	8	-6
12	CCN(CC(=O)NCc1ccc(Cl)cc1)C(=O)CSc1ccc(Br)cc1	1	4	3.1	2	110	-3	3	4	1
13	COc1ccc(CCNC(=S)Nc2cc(C)ccc2C)cc1	0	0	5.2	3	95	5	1	-9	0
14	CCOC(=O)N1CCN(C(=O)CCNS(=O)(=O)c2cc(Br)cnc2N)CC1	-1	1	-0.3	-3	99	-14	-3	1	-1
15	CC1CCN(C(=O)CSc2nc3c(c(=O)n(C)c(=O)n3C)n2C)CC1	2	4	3.6	2	98	12	12	2	0
16	CCOc1ccc(NC(=O)c2cn(CC(C)C)c(=O)c3c2c2ccccc2n3C)cc1	3	-2	-2.7	9	106	25	15	6	2
17	COc1ccccc1NC(=O)CN1CCN(CC(=O)Nc2ccc3c(c2)OCO3)CC1	-2	-3	0.4	4	103	-12	6	-8	-7
18	Cn1c(SCC(=O)NC2CCCCC2)nnc1-c1cccnc1	0	0	0.2	-5	117	-3	-11	2	3
19	CC(=O)N1CCN(C(=O)C2(NC(=O)Nc3cccc(F)c3)CCCCC2)CC1	-1	-35	3.5	0	89	6	-3	-4	0
20	CCC(=O)Nc1ccccc1C(=O)N1CCN(Cc2ccccc2)CC1	-3	7	-1.4	-1	89	15	-1	3	1
21	Cc1cc(C)c2oc(C(=O)N(Cc3ccccc3)c3ccccn3)cc(=O)c2c1	-4	-6	-2.5	1	84	2	7	7	2
22	Cc1ccc(CSCC(N)C(=O)O)cc1 (stereo not drawn)	3	-2	2.3	-2	96	-25	-10	1	-4
23	O=C(Nc1ccc(Cl)cc1)C1CCCN(c2cnccn2)C1 (stereo not drawn)	-5	2	0.8	-1	117	1	12	6	-1
24	CCOC(=O)N1CCN(Cc2nnc(-c3ccccc3C)o2)CC1	3	-10	2.5	-3	75	-24	-14	-7	0
25	Cc1nc(Nc2ccccc2F)c2nnn(Cc3ccccc3Cl)c2n1	-1	-5	1.6	-1	114	5	13	1	-3
26	Cn1c(=O)c(C(=O)c2ccc(S(C)(=O)=O)c(Cl)c2Cl)c(O)c2ccccc21	-1	0	-1.0	0	92	2	4	-1	-2
27	CCCCn1c(SCC(=O)NCc2ccco2)nnc1-c1ccoc1C	2	-29	-0.9	2	95	-11	8	7	0
28	CC(=O)c1ccc(Nc2cc(C)nc3ccccc23)cc1	-1	-18	-0.6	-2	109	-3	0	-3	3
29	Nc1nc(NCc2ccco2)nc(N2CCOCC2)c1[N+](=O)[O-]	-3	-7	0.0	1	110	-1	-3	7	3
30	Cc1ccccc1Nc1nc2ccccc2s1	1	6	0.5	0	99	6	7	-3	-2
31	Cc1ccc(Cn2ncc3c(N4CCCC4)ncnc32)cc1	0	-47	-1.8	2	98	-4	0	0	1
32	Cc1cc(C)c(-c2c(O)c3c(n(C)c2=O)CC(C)(C)CC3=O)c(C)c1	-2	4	-1.5	-1	106	2	3	5	2
33	COc1ccccc1C(=O)NC(CCSC)C(=O)NCC(c1cccs1)N(C)C (stereo not drawn)	1	-3	1.1	-5	106	1	-8	2	4
34	CCOP(=O)(OCC)C(NC(C)=O)C(=O)c1ccccc1 (stereo not drawn)	-2	0	-0.7	0	96	5	-2	-3	4
35	O=C(Nc1ccc(C(=O)NCCCN2CCCCC2)cc1)C1=CSCCO1	-4	-4	4.0	0	86	-6	-5	-2	7
36	COc1ccc(-c2cc(CNS(=O)(=O)c3cc(OC)ccc3OC)on2)cc1	0	3	1.9	-2	101	-3	1	-7	-2
37	COc1ccc(CCC(=O)N2CCN(S(=O)(=O)c3cccc(C(F)(F)F)c3)CC2)cc1OC	-1	15	1.1	·	87	-4	·	·	·
38	O=C(CCCNC(=O)c1ccc(Cl)cc1)Nc1ccc(Br)cc1	-2	0	-0.5	2	99	2	8	5	2
39	COc1ccc(CNC(=O)CNS(=O)(=O)c2ccc(Cl)cc2)cc1	-3	-1	-0.4	-1	95	19	6	8	2
40	CCOC(=O)N1CCC(N2C(=O)c3ccc(C(=O)NCc4ccco4)cc3C2=O)CC1	5	-5	1.8	0	105	7	-6	-3	-1
41	NNC(=O)c1ccc2[nH]c3c(c2c1)CCCC3	-2	6	-1.6	0	86	13	-1	4	2
42	CC(=O)NC(Cc1ccc(F)c(F)c1)C(=O)NC1CCN(C(=O)c2ccc(Cl)cc2)CC1 (stereo not drawn)	-1	-7	0.9	0	104	-3	-4	-1	6
43	O=c1c(-c2ccccc2)coc2c(CN3CCCC3)c(O)ccc12	-3	-11	-4.5	2	94	9	5	12	0
44	COc1ccc(C(=O)Nc2cc(-c3ccccc3)nn2-c2ccccc2F)cc1	-2	-1	0.2	-2	107	4	13	9	4
45	Nc1[nH]c(N=NC(=O)c2ccccc2O)c2ccccc12	0	-5	-1.8	-3	81	6	-4	1	1
46	COc1ccc(-n2nnnc2CNC(=O)C2CC(=O)N(c3ccc(Cl)cc3)C2)cc1 (stereo not drawn)	0	?	2.0	-2	85	-12	0	-5	3
47	O=C(c1n[nH]c(=O)c2ccccc12)N1CCN(c2ccccc2)CC1	-1	-12	-3.4	-1	94	-2	-1	-13	0
48	O=C(Nc1nccs1)C1CCCN1S(=O)(=O)c1ccc(F)cc1 (stereo not drawn)	6	-7	-11	0	94	3	-8	-6	6

Two compounds picked at random from those above:
cpd	canonical_smiles	PP1 counter	JMJD2C inh	PP5 primary	TPT1 inhibitor	CR mimetic SO	ZTA counter	core dimer inh	EBNA-1 inhibitor	CTSL1 counter
46	COc1ccc(-n2nnnc2CNC(=O)C2CC(=O)N(c3ccc(Cl)cc3)C2)cc1 (stereo not drawn)	0	?	2.0	-2	85	-12	0	-5	3
28	CC(=O)c1ccc(Nc2cc(C)nc3ccccc23)cc1	-1	-18	-0.6	-2	109	-3	0	-3	3

Next part.
cpd	canonical_smiles	PP1 counter	JMJD2C inh	PP5 primary	TPT1 inhibitor	CR mimetic SO	ZTA counter	core dimer inh	EBNA-1 inhibitor	CTSL1 counter
49	CC(=O)c1ccc(NC(=O)CCNS(=O)(=O)c2cc(Br)cnc2N)cc1	0	7	2.5	0	101	-1	-10	-9	-5
50	CC(=O)Oc1ccccc1C(=O)Nc1ccccc1	-3	5	-0.2	-1	106	11	-113	8	-15
51	Cc1oc2ccc(OS(C)(=O)=O)cc2c1C(=O)OC(C)C	1	-1	3.6	-3	101	6	-3	11	0
52	Cc1ccn2cc(CNS(=O)(=O)c3ccc4ccccc4c3)nc2c1	-1	0	1.7	0	97	11	6	6	2
53	Cc1cc(C)cc(COc2ccc3c(C)c(CC(=O)O)c(=O)oc3c2C)c1	0	3	-0.3	1	99	27	17	10	5
54	Cc1cc(C)c2oc(C(=O)Nc3ccc(S(=O)(=O)N4CCC(C)CC4)cc3)cc(=O)c2c1	-1	6	0.6	3	97	6	6	2	-2
55	CCN(CC)CC(C)OC(=O)c1ccccc1Cl (stereo not drawn)	6	32	0.4	-3	74	-8	-3	1	1
56	CSC(=S)NCc1cccnc1	-2	-3	-0.2	0	97	3	-3	15	2
57	CCn1c(SC(C)C(=O)N2CCOCC2)nc2sc(C)c(C)c2c1=O (stereo not drawn)	-1	-13	-0.4	3	90	-1	-2	5	2
58	COc1ccc([C@H]2CC(=O)C=C(c3ccc(Cl)cc3C)C2)cc1	2	-1	5.1	·	100	-2	·	·	·
59	Cc1cc(-n2cnnn2)cc(C)c1S(=O)(=O)N(C)c1ccccc1	4	9	1.4	-3	96	-18	-4	-2	-6
60	CCCc1cc(C(F)(F)F)c(C#N)c(=O)[nH]1	2	4	0.9	0	107	10	-5	3	1
61	Cc1ccc(Cn2c(=N)n(CC(=O)c3ccccc3)c3ccccc32)cc1	8	-3	-1.6	2	101	-7	0	-4	-5
62	CC(=O)N1CCN(Cc2nc3cc(Cl)ccc3c(=O)[nH]2)CC1	-2	14	-0.7	2	99	-1	-1	-1	-1
63	Oc1ccc(C23CC4CC(CC(C4)C2)C3)cc1O	-2	3	3.0	-3	85	-3	-10	5	-2
64	O=C(Nc1ccc(S(=O)(=O)NC2=NCCCCC2)cc1)c1ccco1	0	-8	-0.3	-1	84	-12	-2	6	1
65	CC1(C)Cc2c(sc3c2c(=N)n(Cc2ccco2)c(=O)n3Cc2ccccc2)CO1	-2	-19&0	0.7	0	97	9	4	1	7
66	Cc1ccc2nc3n(c(=O)c2c1)-c1ccc(Cl)cc1C(=O)NC3Cc1ccccc1 (stereo not drawn)	-1	3	0.5	·	107	-10	·	·	·
67	Nc1nc(/C=C/c2cccnc2)nc(-c2ccccc2O)n1	-2	5	-0.1	9	113	16	5	1	0
68	COc1ccc2nc(/C=N/NC(=O)CCNC(=O)OC(C)(C)C)ccc2c1	-4	0	-0.1	0	95	-7	-1	-19	0
69	C=CCSc1nnc(-c2nnc(SCC=C)n2-c2ccccc2)n1-c1ccccc1	0	1	-1.7	-3	92	-9	0	3	1
70	CC(=O)N1C(Nc2ccc(Cl)cc2)CCN1c1ccccc1 (stereo not drawn)	2	-1	-1.3	-2	99	9	6	-5	-4
71	COc1ccc(CNC(=O)c2cc3ccccc3oc2=O)cc1	5	11	-2.1	-3	63*	-6	-3	2	3
72	COC(=O)c1ccc(/C=C2/SC(=S)N(CCC(=O)N3CCOCC3)C2=O)cc1	-2	6	-0.8	-1	105	8	13	0	6
73	COc1ccc2c(c1)c1ncn(Cc3ccco3)c(=O)c1n2C	1	4	0.3	-5	84	-1	-4	0	0
74	O=c1cnnc(N/N=C/C2CC=CCC2)[nH]1 (stereo not drawn)	-4	19	-1.2	0	97	13	3	6	4
75	O=C(c1c(F)cccc1F)N1CCN(c2ccccc2F)CC1	-2	2	-0.5	-9	106	1	-2	9	-5
76	O=C(CN1CCOc2ccccc21)N1CCCC1	1	-2	1.0	1	112	-6	-1	1	-3
77	O=C(CN1C(=O)C2CC=C(Cl)CC2C1=O)N1CCOCC1 (stereo not drawn)	-7	-4	1.9	4	101	3	4	1	-2
